Screening data as filed in PubChem.
Eya2 phos inh: qHTS Assay for Inhibitors of the Phosphatase Activity of Eya2 | AID 488837, 2010 | Potency, µM (doses to about 76.9 µM), for the others: at the highest dose activity, negative = inhibition, usual class: inhibitors | 330,000 compounds, 0.006% hits | recombinant Eya2, OMFP fluorescence dephosphorylation (OMFP is methylfluorescein phosphate); also: potency is read from the fitted curve at half-maximal effect; % is scaled to controls: 0 for no effect and ±100 for the full control effect
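Eya2 (0.2 uM) preincubated 10 min at ambient with compound, then OMFP substrate added at 50 uM; 10 min reaction in 50 mM HEPES pH 7.5, 50 mM NaCl, 5 uM MgCl2, 0.05% BSA, 1 mM DTT. Fluorescence read at Ex 485/Em 525 nm.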
BCR signal inh: qHTS Assay to Find Inhibitors of Chronic Active B-Cell Receptor Signaling; ABC-DLBCL IkBa-CBG/CBR reporter, luminescence ratio, 4 h; Potency, µM (doses to about 46.1 µM), inactives show at the highest dose ratio change, negative = lower green/red ratio, hits mostly inhibitors; 340,000 compounds, 0.05% hits; AID 493014, 2011; active = well fitted inhibition curve with a large enough effect in the signal ratio, with a control signal flat, not every such curve was filed as active; inconclusive = small, poorly fitted or top-dose-only effect, or effect the other way, or a change in a side signal; the % refers to the signal ratio;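 also: potency is read from the fitted curve at half-maximal effect; plate controls were basal doxycycline-induced cells for no effect and cells given 10 µM MG132 for full effect; MG132 reads +100%, hits lower the ratio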
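Compounds up to 46 uM were incubated four hours with TMD8 cells whose green CBG68 luciferase is fused to IkappaBalpha; red CBR luminescence normalised the signal, and concentration-effect curves were fitted to fusion, red and ratio data.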
TSHR antag: Antagonists of the Thyroid Stimulating Hormone Receptor: HTS campaign; Thyrotropin receptor (Homo sapiens), P16473; TSHR-expressing cells, TSH-stimulated cAMP HTRF, 2 h; stronger effect = lower value; activity change, negative = inhibition, % at 11.5 µM; 330,000 compounds, 0.2% hits;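 active = activity change below a set negative limit, meaning inhibition stronger than a set level, cut at about -70% in these data; inconclusive = activity change between two set negative limits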; also: % is scaled to controls: 0 for no effect and ±100 for the full control effect
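Freshly harvested TSHR cells receive pin-tooled compound, then EC80 TSH at 4nM final. After 2 hours at 37 deg C, antibody in lysis buffer and cAMP-d2 are added; 30 minutes at ambient temperature precede the HTRF read.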
USP2a inh: qHTS Assay for Inhibitors of Ubiquitin-specific Protease USP2a Using CHOP2 as the Reporter. Ubiquitin carboxyl-terminal hydrolase 2 (Homo sapiens), O75604. USP2 core, Ub-CHOP2 coupled fluorogenic reporter, 485/531. Potency, µM (doses to about 38.3 µM), without a hit: top-dose activity change, negative = inhibition, hits mostly inhibitors. 330,000 compounds, 0.01% hits. AID 463254, 2010;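 also: potency is read from the fitted curve at half-maximal effect; plate controls were DMSO wells for no effect and full inhibition by NEM control for full effect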
Target sequence (O75604 whole entry, looked up): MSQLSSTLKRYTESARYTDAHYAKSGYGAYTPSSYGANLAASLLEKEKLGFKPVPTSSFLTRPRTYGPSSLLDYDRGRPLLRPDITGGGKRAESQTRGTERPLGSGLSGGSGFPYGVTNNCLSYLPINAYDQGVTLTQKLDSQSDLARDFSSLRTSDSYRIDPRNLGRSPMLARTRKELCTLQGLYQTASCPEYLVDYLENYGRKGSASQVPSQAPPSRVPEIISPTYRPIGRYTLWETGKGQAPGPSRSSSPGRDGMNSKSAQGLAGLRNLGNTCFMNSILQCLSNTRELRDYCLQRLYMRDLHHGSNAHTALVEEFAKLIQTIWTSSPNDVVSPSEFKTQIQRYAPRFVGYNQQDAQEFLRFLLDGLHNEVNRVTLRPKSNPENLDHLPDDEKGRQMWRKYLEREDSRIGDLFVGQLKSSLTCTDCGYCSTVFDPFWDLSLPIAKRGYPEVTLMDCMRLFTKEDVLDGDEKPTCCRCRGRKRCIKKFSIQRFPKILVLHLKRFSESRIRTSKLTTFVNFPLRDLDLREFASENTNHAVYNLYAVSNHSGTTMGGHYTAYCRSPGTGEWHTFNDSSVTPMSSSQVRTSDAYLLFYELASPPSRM
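USP2 core (10nM final) preincubated 30min RT with compound in 20mM Tris-HCl pH 8.0, 2mM CaCl2, 2mM beta-mercaptoethanol, 0.05% CHAPS; 25nM Ub-CHOP2 plus 25nM reporter substrate added, fluorescence (Ex485/Em531) read after 60min.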
PTAP TSG101 blk: qHTS Assay for Iinhibitors of HIV-1 Budding by Blocking the Interaction of PTAP/TSG101 | Tumor susceptibility gene 101 protein (Homo sapiens), Q99816 | Fluorescence polarization, FITC-PTAP peptide / Tsg101 binding | Potency, µM (highest dose often 115 µM), without a hit: at the highest dose activity change, negative = inhibition, usual class: inhibitors | 340,000 tested, under 10 active | AID 493005, 2010; active = well fitted inhibition curve with a large enough effect in the main read-out, with a control signal flat, not every such curve was filed as active; inconclusive = small, poorly fitted or top-dose-only effect, or effect the other way, or a change in a side signal; inactive = no such curve, though single readings can be large or run the other way; also: potency is read from the fitted curve at half-maximal effect; % of control where 0% means no effect
Target sequence (Q99816 whole entry, looked up): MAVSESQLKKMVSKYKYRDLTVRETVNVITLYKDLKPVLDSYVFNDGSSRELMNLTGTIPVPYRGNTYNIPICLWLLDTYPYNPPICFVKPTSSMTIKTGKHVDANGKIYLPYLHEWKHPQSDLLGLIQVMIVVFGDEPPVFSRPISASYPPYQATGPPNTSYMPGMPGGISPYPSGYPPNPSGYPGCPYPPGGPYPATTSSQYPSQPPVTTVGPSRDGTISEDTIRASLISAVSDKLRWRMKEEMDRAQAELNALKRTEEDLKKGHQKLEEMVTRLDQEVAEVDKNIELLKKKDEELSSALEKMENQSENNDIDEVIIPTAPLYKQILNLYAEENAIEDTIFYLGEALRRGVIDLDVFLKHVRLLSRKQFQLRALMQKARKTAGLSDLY
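Fluorescence anisotropy tracks displacement of a FITC-tagged PTAP peptide (50 nM) from the Tsg101 binding domain (10 uM), following a 20 min room-temperature incubation at pH 7.5.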
Tb PFK block: qHTS Assay to Find Inhibitors of T. brucei phosphofructokinase; ATP-dependent 6-phosphofructokinase (Trypanosoma brucei brucei), O15648; T. brucei PFK, ADP-Glo luminescence; Potency, µM (series often up to 57.5 µM), inactives show top-dose activity, negative = inhibition, hits mostly inhibitors; 330,000 compounds, 0.17% hits;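 also: potency is read from the fitted curve at half-maximal effect; 0% = uninhibited 1x PFK enzyme wells and -100% = no-enzyme wells; nearly all actives have a fitted effect of over 60% in size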
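1.25 nM PFK with 0.5 mM F6P and 0.1 mM ATP in 0.1 M TEA pH 8.0, 5 mM MgCl2, incubated 45 min at room temperature; ADP measured by ADP-Glo luminescence; compounds titrated up to 57 uM.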
Mito fusion yeast: qHTS Assay for Small Molecule Inhibitors of Mitochondrial Division or Activators of Mitochondrial Fusion | S. cerevisiae fusion-defective mutant growth rescue, CellTiterGlo 48 h | Potency, µM (titrated, usually from 46.1 µM), inactives show top-dose growth rescue (activation), hits mostly activators | 320,000 compounds, 0.23% hits | AID 485298, 2010;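 also: potency is read from the fitted curve at half-maximal effect; % of control where 0% means no effect; nearly all actives have a fitted effect of over 45% in size; temperature-sensitive fusion mutants such as fzo1-1 at 37 °C on non-fermentable ethanol glycerol medium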
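Yeast fusion mutant, YPEG (non-fermentable carbon), compound, 48 h at 37C non-permissive; CellTiterGlo added, 10 min RT, luminescence read. Rescued growth = division inhibition.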
TCR activator: Activators of T cell receptors: qHTS campaign. primary human leukocytes, anti-CD3, IL-2 HTRF, 48 h. Potency, µM (highest dose often 9.22 µM), for the others: top-dose activation of IL-2 secretion, most hits filed as activators. 330,000 tested, under 10 active. AID 504894, 2011; also: % of control where 0% means no effect
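Activity was scored as IL-2 release from primary human leukocytes given only a TCR signal (a-CD3 beads) plus compound for 48 hr. Detection used a two-antibody HTRF format read at 665nm.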
uPA surface inh: qHTS for Inhibitors of Cell Surface uPA Generation; cell surface uPA generation assay, qHTS; Potency, µM (series often up to 38.3 µM), for inactives: at the highest dose activity change, negative = inhibition, most hits filed as inhibitors; 330,000 compounds, 0.31% hits; active = well fitted inhibition curve with a large enough effect; inconclusive = small, poorly fitted or top-dose-only effect; inactive = no such curve, though single readings can be large or run the other way; tested in mouse RAW 264.7 cells; also: potency is read from the fitted curve at half-maximal effect; % is scaled to controls: 0 for no effect and ±100 for the full control effect; nearly all actives have a fitted effect of over 55% in size
B2AR arrestin: qHTS assay of beta-arrestin-biased ligands of beta2-adrenergic receptor; beta-arrestin recruitment to beta2AR, cell-based reporter; Potency, µM (series often up to 46.1 µM), for inactives: top-dose activation, most hits filed as activators; 330,000 compounds, 0.02% hits;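 also: potency is read from the fitted curve at half-maximal effect; 0% = DMSO controls and full agonism = EC100 isoproterenol or metaproterenol; nearly all actives have a fitted effect of over 65% in size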
ELG1 repair inh: qHTS screen for small molecules that inhibit ELG1-dependent DNA repair in human embryonic kidney (HEK293T) cells expressing luciferase-tagged ELG1; AID 504467, 2011; Potency, µM (series often up to 46.1 µM), for the others: at the highest dose activity change, negative = inhibition, hits mostly inhibitors; 330,000 compounds, 2.3% hits; HEK293T ELG1-luciferase reporter, luminescence, 16 h; DNA damage induced by 5-fluorouridine; also: potency is read from the fitted curve at half-maximal effect; % is scaled to controls: 0 for no effect and ±100 for the full control effect; nearly all actives have a fitted effect of over 55% in size
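In this reporter screen, reduction of luminescence relative to DMSO vehicle indicated activity. Compounds and 5-fluorouridine were added together to 2,000 cells per well, incubated for 16 hr at 37 °C, then developed with ONE-Glo.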
* hit, by the source's call; ? = inconclusive; / = not tested or not shown; [ ] = remark or other dose. Unless noted, calls follow the shape of the dose curve; as a rule, active = well fitted curve in the direction sought with a large enough effect; inconclusive = small, poorly fitted or top-dose-only effect, or another doubt; inactive = no such curve, though single readings can be large; an effect the other way counts as inactive or inconclusive. Not a hit list; 3% or so of the library scored in one or more.

The line under a structure holds: TCR activator	Eya2 phos inh	USP2a inh	B2AR arrestin	Mito fusion yeast	Tb PFK block	uPA surface inh	PTAP TSG101 blk	ELG1 repair inh	BCR signal inh	TSHR antag
1: CC(=O)Nc1ccc(NC(=O)COC(=O)c2cc(S(=O)(=O)N3CCCC3)ccc2O)cc1
 : -8%[46.1 µM]	2%	0%	-0.6%	/	-2%	0%	-5%	10%	-7%	-2
2: CN1CCN(C(=O)c2cc(Oc3c(F)c(F)c(F)c(F)c3F)cc(C(=O)N3CCN(C)CC3)c2)CC1
 : -3%	-6%	5%	0.1%	-11%	-1%	-2%	-1%	10%	-5%	-1
3: CCOc1ccc(NC(=O)CN2CCN(c3ccc(F)cc3)CC2)cc1
 : -1%	3%	4%	-0.1%	6%	0%	4%	-3%	4%	3%	16
4: CCN1CCN(c2ccc(S(=O)(=O)N3CCOCC3)cc2NC(=O)c2sccc2C)CC1
 : 6%	4%	3%	-1.0%	1%	3%	0%	-2%	2%	1%	2
5: Cc1cc(=O)n2[nH]c(N3C(=O)CCC3=O)nc2n1
 : 1%	-37%	2%	-0.1%	1%	-7%	-2%	-3%	-4%	-1%	-6
6: O=C(NC(NC(=S)Nc1ccccc1C(=O)O)C(Cl)(Cl)Cl)c1cccc([N+](=O)[O-])c1 (configuration not stated)
 : 1%	3%	0%	0.5%	4%	-2%	-2%	-1%	6%	9%	4
7: Cc1cnc2cc(Cl)ccc2c1SCC(=O)O
 : 4%	-18%	0%	-0.8%	-10%	-2%	1%	-5%	-5%	?	-8
8: O=C(CN(c1ccc(Br)cc1)S(=O)(=O)c1ccc(Cl)c([N+](=O)[O-])c1)NCCc1ccccc1
 : 2%	-12%	11%	0.2%	-6%	1%	-1%	1%	-10%	9%	16
9: COc1ccccc1NC(=O)COC(=O)c1cc2c(s1)CCC2
 : 0%	-16%	-1%	0.2%	21%	?	1%	-2%	4%	-9%	-18
10: O=C(COc1cccc2c1CCNC2=O)Nc1cccc(C(F)(F)F)c1
 : -2%	1%	-1%	-0.3%	1%	-5%	-9%	0%	24%	?	-13
11: COc1ccc(-c2csc3ncn(-c4ccccc4OC)c(=O)c23)cc1OC
 : -9%	-4%	1%	-0.4%	2%	-2%	10%	-1%	?	-5%	4
12: Cc1ccc(S(=O)(=O)n2cc(C=O)c3ccccc32)cc1
 : 1%	2%	2%	0.4%	17%	0%	-1%	-6%	?	?	-10
13: Cc1ccccc1CSCCC(=O)NCCc1ccccc1
 : -1%	-1%	2%	-1.1%	4%	-6%	1%	-1%	3%	1%	13
14: O=C(Nc1ccc(N2CCOCC2)cc1)c1ccncc1
 : -2%[46.1 µM]	10%	-2%	1.5%	0%	-2%	1%	-1%	?	-18%	-8
15: Cc1ccc(NC(=O)Nc2ccc3c(c2)OCO3)c(Br)c1
 : 0%	-1%	1%	6.1%	2%	5%	4%	1%	?	4%	30
16: N#CCSc1nc2ccccc2c(=O)n1-c1ccccc1
 : 0%	22%	2%	-0.4%	14%	-7%	-9%	-15%	-13%	-19%	-2
17: Cc1nc(C)c(-c2csc(Nc3cccnc3)n2)s1
 : /	5%	5%	0.1%	8%	5%	/	-5%	?	?	3
18: Cc1cccc(N2CCN(C(=O)COc3cc4oc(=O)cc(C)c4cc3Cl)CC2)c1C
 : 0%	-4%	-1%	-0.2%	4%	2%	0%	-2%	2%	-5%	3
19: Cc1ccc(-c2nn3c(C)nnc3c3ccccc23)cc1S(=O)(=O)NC(C)(C)CO
 : -3%	?	1%	4.8%	-4%	-8%	-3%	-1%	?	0%	-3
20: CCC(=O)c1ccc(OCC(O)CN2CC(C)OC(C)C2)cc1 (configuration not stated)
 : 15%	17%	2%	0.1%	-6%	1%	0%	-5%	4%	1%	2
21: CC(C)Cn1c(=O)c2ccccc2n2c(SCC(=O)N3c4ccccc4CC3C)nnc12 (configuration not stated)
 : -15%[46.1 µM]	3%	0%	0.5%	10%	-1%	26%	-2%	?	?	42
22: Cc1nn(C)c(C)c1C(C)NC(=O)c1cc(COc2ccc(F)c(F)c2)on1 (configuration not stated)
 : 3%	-2%	0%	-0.2%	-1%	-15%	-7%	-1%	?	0%	-4
23: Cc1cc(S(=O)(=O)N2c3ccc(F)cc3CCC2C)ccc1-n1cnnn1 (configuration not stated)
 : -4%	-1%	-2%	0.2%	7%	1%	2%	-6%	-1%	-6%	-4
24: COc1ccc(/C=C2\Oc3ccccc3C2=O)cc1
 : -2%	7%	0%	0.5%	/	-3%	7.1µM*	/	?	?	-20
25: CCOC(=O)c1cccc(NC(=O)C2CCCN(S(=O)(=O)c3cnc[nH]3)C2)c1 (configuration not stated)
 : -3%	10%	2%	-1.0%	5%	0%	6%	-5%	-7%	5%	-2
26: Clc1ccccc1-c1ccc(CN2CCN(c3ccccc3)CC2)o1
 : -8%	-2%	0%	0.1%	7%	3%	2%	-5%	-10%	?	0
27: CCCCC1CCCC12NC(=O)NC2=O (configuration not stated)
 : 3%	16%	-1%	-0.2%	0%	1%	3%	1%	19%	-3%	4
28: CCOc1ccc(N(CC(=O)N2CCCCCC2)S(=O)(=O)c2ccc(C)cc2)cc1
 : /	1%	-8%	-0.7%	0%	1%	0%	1%	-3%	6%	5
29: CCOC(=O)c1cn(CC(=O)Nc2ccc(OC)cc2OC)nn1
 : 0%	0%	-5%	-0.2%	28%	2%	10%	-2%	8%	-16%	-1
30: O=C(C1c2ccccc2Oc2ccccc21)N1CCN(c2ccc(Cl)cc2)CC1
 : 6%	2%	-3%	-0.8%	16%	0%	-2%	-1%	?	2%	6
31: CN(C)/C=C(\C(=O)c1cccc(Cl)c1)c1nnnn1-c1ccccc1
 : 3%	-2%	1%	-0.7%	3%	2%	1%	-6%	-1%	5%	7
32: CCNc1ccc(S(=O)(=O)C(F)(F)F)cc1NC(=O)C12CCC(CC1)C2
 : 0%	7%	0%	-0.1%	-10%	-3%	-11%	-4%	-1%	-1%	-3
33: N#Cc1ccc(N2CCc3ccccc3C2)c([N+](=O)[O-])c1
 : 6%[46.1 µM]	7%	1%	0.0%	6%	4%	-10%	1%	-6%	-5%	-2
34: CCOC(=O)c1cnc(-n2nc(C)cc2C)nc1Nc1ccc(N(C)C)cc1
 : 1%[46.1 µM]	6%	-1%	-0.3%	6%	-6%	-3%	-1%	15µM*	-4%	-3
35: COc1ccc(Nc2nc(-c3cccc([N+](=O)[O-])c3)nc3ccccc23)c(OC)c1
 : 13%[46.1 µM]	-6%	6%	-0.4%	-7%	-30%	4%	-2%	?	-3%	-4
36: CC1CCN(c2nc3c(N)ncnc3n2[C@@H]2O[C@H](CO)[C@@H](O)[C@H]2O)CC1
 : -5%	-3%	-1%	-0.6%	-10%	0%	-6%	-4%	-6%	2%	-7
37: Cc1ccnc(NC(=O)c2cc3ccccc3oc2=O)c1
 : -6%	5%	-4%	0.0%	-1%	-1%	-1%	-3%	?	?	10
38: COC(=O)CN(C(=S)Nc1ccc(F)cc1)C1CC(=O)N(c2ccccc2)C1=O (configuration not stated)
 : -2%[46.1 µM]	-4%	0%	0.2%	-1%	-1%	8%	-4%	17%	5%	-1
39: O=C(C1CCCCC1)N1CCc2ccccc21
 : -1%	2%	-2%	-0.4%	9%	0%	-2%	5%	?	13%	-1
